# Compound activity: PubChem BioAssay, Sanford-Burnham Center for Chemical Genomics
# SENP8 block-1 – SENP8 protease inhibitors, primary screen, biochemical, luminescence | 1.2% of 330,000 active | AID 2540, 2010 | purified SENP8, Z-RLRGG-aminoluciferin cleavage | inhibition, % at 10 µM; in the data active means inhibition above about 50%
# PfG6PD inh – PfG6PD enzyme inhibitors, primary screen, biochemical, fluorescence intensity, uHTS; glucose-6-phosphate dehydrogenase-6-phosphogluconolactonase (Plasmodium falciparum 3D7); PfGluPho enzyme, NADPH resazurin-diaphorase fluorescence; inhibition, % at 20 µM; 0.78% of 350,000 active; AID 504690, 2011;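 active means inhibition reaching at least a set limit at 20 µM in the primary screen, cut at about 59% in these data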;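 further: 0% = DMSO wells with substrate and 100% = DMSO wells lacking glucose-6-phosphate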
# SENP1 inh – human SENP1 catalytic domain inhibitors, primary screen, biochemical, FRET, uHTS; Sentrin-specific protease 1 (Homo sapiens), Q9P0U3; recombinant SENP1 catalytic domain, CyPet-SUMO1-YPet FRET cleavage; inhibition, % at 10 µM; 0.21% of 360,000 active;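 active means inhibition at least 30% at 10 µM, raw YFP signal under a set limit, fluorescence ratio 0.5 to 1.5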;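 further: 0% = enzyme with DMSO and 100% = no enzyme wells; some results filed as inactive read as strong as hits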
#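 material = recombinant human SENP1 catalytic domain, His6-tagged | quantity = 20 pM enzyme | reagent = 25 nM SUMO1 FRET substrate | compound dosing = 10 µM single point, 0.5% DMSO | timing = 50 min enzyme reaction, room temperature, light-protected | detection = FRET, CFP and YFP emission | control set = no-enzyme low, enzyme-DMSO high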
# Apaf-1 inh – inhibitors of human Apaf-1 apoptosome, primary screen, biochemical, DEVD-Rh110 fluorescence, uHTS | Apoptotic protease-activating factor 1 (Homo sapiens), O14727 | reconstituted apoptosome caspase-3 activity | inhibition, % at 20 µM | 0.71% of 330,000 active; active means inhibition of at least 40% at 20 µM;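 further: plate controls were DMSO wells for no effect and DEVD-CHO caspase inhibitor wells for full effect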
#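 Assay system – apoptosome proteins · Medium – Hepes buffer, pH 7.5 · Also added – cytochrome c with DEVD-Rh110 · Timing – 30 min compound preincubation, 50 min activation, room temperature · Detection – Rh110 fluorescence, excitation 480 nm, emission 540 nm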
# SENP6 block – SENP6 protease inhibitors, primary screen, biochemical, luminescence, uHTS | 1.8% of 330,000 active | Sentrin-specific protease 6 (Homo sapiens), Q9GZR1 | inhibition, % at 10 µM | Recombinant SENP6 catalytic domain, aminoluciferin luminescence;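 active means inhibition above about 50% at the single tested dose, limit read from the data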;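 further: plate controls were DMSO wells with enzyme for no effect and DMSO wells lacking enzyme for full effect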
# HKDC1 inh – HKDC1 hexokinase inhibitors, primary screen, biochemical, fluorescence, uHTS | Q2TB90 | recombinant HKDC1, G6PDH/diaphorase resazurin coupled fluorescence | inhibition, % at 20 µM | 0.16% of 340,000 active;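 active means inhibition above about 35% when tested at 20 µM, limit read from the data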;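 further: plate controls were DMSO wells with enzyme for no effect and DMSO wells lacking enzyme for full effect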
#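 Test system: recombinant HKDC1 (HK5) hexokinase enzyme, produced in-house / Doses: 20 µM test compound, 1% DMSO / Timing: 90 min, room temperature / Detection: G6PDH/diaphorase-coupled fluorescence, 1 mM NADP, 100 µM resazurin, 525/613 nm / Control set: DMSO wells with and without enzyme mix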
# SENP8 block-2 – human SENP8 protease inhibitors, primary screen, biochemical, fluorescence, Nedd8 protein substrate, uHTS | 0.64% of 360,000 active | AID 602440, 2012 | Sentrin-specific protease 8 (Homo sapiens), Q96LD8 | recombinant SENP8 | inhibition, % at 20 µM; in the data active means inhibition mostly above about 40%, no sharp cut-off; inactive means mostly below about 27%
# SENP7 inh – SENP7 protease inhibitors, primary screen, biochemical, luminescence, uHTS; 1.5% of 330,000 active; Sentrin-specific protease 7 (Homo sapiens), Q9BQF6; recombinant SENP7, Z-RLRGG-aminoluciferin luminescence, 40 min; inhibition, % at 5 µM;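 active means inhibition above about 50% at the single test dose, limit read from the data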;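 further: plate controls were DMSO with enzyme for no effect and no enzyme buffer wells for full effect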
# * hit, by the source's call; . = no result given.
SMILES,SENP8 block-1,PfG6PD inh,SENP1 inh,Apaf-1 inh,SENP6 block,HKDC1 inh,SENP8 block-2,SENP7 inh
O=C(Cn1cnc2c(nnn2Cc2ccc(F)cc2)c1=O)Nc1ccccc1,1,12,2,-23,-21,1,4,-4
CC(C)(C)[C@@H]1C=C(C(=O)N2CCN(Cc3ccc4c(c3)OCO4)CC2)O[C@H](OCc2ccc(CO)cc2)C1,-3,-5,3,15,-19,-1,10,1
CC(C)(C)c1ccc(C(=O)Nc2ccc(F)cc2)s1,80*,86*,-1,-9,84*,3,4,73*
Cc1cc(C(=O)CSc2nc(N)cc(=O)[nH]2)c(C)n1Cc1ccco1,-2,-10,-8,-10,-13,0,13,8
CC(=O)NC(C)(C)C1CC=C(C)/C(=N\O)C1 (stereo not drawn),1,-10,2,-1,-6,-1,3,1
COCCn1c(C)c(C)c2c(NCCc3ccccc3)ncnc21,21,7,-2,4,16,-2,-2,10
COc1ccccc1C/C(N)=N/OC(=O)c1cccs1,8,-7,1,-5,-9,-1,21,0
O=C(O/N=C(\c1ccccc1)c1ccncc1)c1ccccc1Cl,-13,20,3,15,-38,12,7,-1
CCOc1ccccc1NC(=O)CCNS(=O)(=O)c1ccc2[nH]c(=O)oc2c1,6,-14,4,-9,9,-4,13,1
CC(=O)N1CCC(C(=O)Nc2ccc(S(=O)(=O)N3CCC(C)CC3)cc2)CC1,2,7,0,-2,-5,-2,3,10
CCOCCCNC(=O)C(c1ccc(Cl)cc1)N1CCN(c2ccccc2)CC1 (stereo not drawn),8,-18,3,10,1,8,16,-2
COC(=O)C1C(=O)N2CCCSC2=C(C#N)C1c1cccs1 (stereo not drawn),5,-13,0,-6,6,4,8,6
Cc1ccccc1-n1c(N)c(C(=O)Nc2ccc(F)cc2)sc1=S,7,34,0,-11,-6,-2,17,6
CC(C(N)=O)N1c2cccc3cccc(c23)S1(=O)=O (stereo not drawn),1,-1,-1,-2,-1,2,-360,0
Cc1ccccc1Cc1c(C)nc2nc(SCC(=O)NCc3ccco3)nn2c1C,1,-5,0,-3,-10,0,7,-3
CCN(CC(=O)NC(C)C)C(=O)[C@H](C)NC(=O)c1ccc(Br)cc1,4,3,1,2,5,0,16,5
COc1ccccc1N1CCN(C(=O)C(NS(=O)(=O)c2cccs2)c2ccccc2)CC1 (stereo not drawn),-11,-9,3,-26,-17,-2,-2,-5
CN=c1scc(-c2ccc(Br)cc2)n1C,-2,6,2,0,-4,-5,5,0
Cc1ccc(N2C(=O)NC(NC(=O)C(C)(C)C)(C(F)(F)F)C2=O)cc1 (stereo not drawn),1,4,4,-1,0,-14,18,13
COC(=O)c1ccc(S(=O)(=O)NCc2ccc(S(N)(=O)=O)cc2)n1C,6,-9,-2,-23,4,-7,5,-2
CCN(CC1CCCO1)C(=O)CCc1nnc(CCc2ccccc2OC)o1 (stereo not drawn),0,4,0,-3,-2,-6,22,0
Cc1cc(C(=S)N2CCOCC2)c(C)n1-c1ccc(F)cc1,-7,1,2,2,-19,-4,14,5
COc1ccc(-c2noc(CSc3nc4ccccc4c(=O)n3-c3ccccc3)n2)cc1,-3,17,0,-14,6,-1,12,-1
COc1ccc(N2CCN(CCCNC(=O)C3CCN(S(=O)(=O)N4CCOCC4)CC3)CC2)cc1,-1,3,1,-4,8,12,12,0
C[C@@H](C(=O)OCC(=O)c1ccc(F)c(F)c1)N1C(=O)C2CCCCC2C1=O (stereo partly drawn),-7,7,1,9,-17,-4,11,-12
Cc1nn(C)c(C)c1CN(C)S(=O)(=O)c1ccc(F)cc1,1,13,1,0,-10,-7,16,-1
COc1ccc(/C=C(/NC(=O)c2ccco2)C(=O)N2CCc3ccccc32)cc1OC,2,-18,2,-1,-7,2,18,-8
Cc1ccn(C)c(=N)c1,0,4,1,-5,-27,-8,6,3
Cc1cc(S(=O)(=O)NC[C@H]2O[C@@H](n3cnc4c(N)ncnc43)[C@H](O)[C@@H]2O)c(C)s1,-6,-4,2,1,-19,-4,9,-5
CCOC(=O)CN1C(=O)N[C@@H](c2cccc(C(F)(F)F)c2)[C@H](C(C)=O)[C@H]1C,-1,-5,0,13,-2,-1,-9,1
Cc1cc(NC(=O)CSc2nc(-c3ccc(F)cc3)cs2)no1,-8,9,2,2,-11,2,10,5
Cc1cc(OCC(=O)N2CCCC2)ccc1Cl,-4,0,-2,1,-19,-5,8,6
CNC(=O)c1cccnc1Nc1cccc(C(F)(F)F)c1,-9,28,0,7,-10,-6,20,-9
O=C(O)C1CCN(C(=O)c2ccco2)CC1,5,-18,2,-16,6,-3,7,2
COc1cccc(CNS(=O)(=O)c2cc3c(cc2C)n(C)c(=O)c(=O)n3C)c1,-1,12,-1,4,-7,-5,-65,2
COC(=O)c1ccc(NC(=O)CSc2nnc(-c3cccnc3)o2)cc1,-6,35,3,10,-13,-3,-3,-12
CCOc1ccc(N(CC(=O)NCCC2=CCCCC2)S(=O)(=O)c2ccccc2)cc1,3,1,1,22,-2,-12,2,10
COc1ccc(-n2c(C)cc(-c3csc(N)n3)c2C)cc1,-10,14,16,9,-2,-6,7,-3
Cc1cc2[nH]c(=O)c(=O)[nH]c2cc1S(=O)(=O)NCc1ccc(Cl)cc1,7,7,-1,-5,14,-1,-403,3
Cc1ccc(C)c(Cn2nnc3c(=O)[nH]c(C4CCN(C(=O)c5cccs5)CC4)nc32)c1,-10,-6,-3,25,-14,9,5,-6
O=C(CN(C(=O)c1csnn1)c1ccccc1F)NCc1ccccc1,-6,0,0,3,-18,1,2,5
CN(CCc1ccccc1)C1CCCN(S(=O)(=O)CC(F)(F)F)C1 (stereo not drawn),-2,-2,-1,-3,-2,-5,2,-7
COc1ccccc1N(CC(O)Cn1c(C)nc2ccccc21)S(=O)(=O)c1ccccc1 (stereo not drawn),-2,4,0,17,-3,-9,9,3
O=C(c1cc(Sc2ccc(Cl)cc2)nc2ccccc12)N1CCN(c2ccccn2)CC1,2,20,2,-4,-6,7,-6,-9
Cc1cc2oc(=O)cc(CNc3ccccc3F)c2cc1O,5,1,4,5,3,-2,-28,5
C=CCn1c(SCC(=O)NCC(=O)OCC)nnc1-c1cccc(OC)c1,4,-1,4,-12,0,-11,15,3
COc1cc(C2NC(=O)C(C#N)=C(S)N2c2ccc(C)cc2)ccc1OC(C)C (stereo not drawn),-2,11,0,5,29,15,9,7
Nc1ccc2c(C(F)(F)F)cc(C(F)(F)F)nc2n1,-5,2,-11,3,-20,-2,-379,3
COc1ccccc1C(CNC(=O)COc1ccccc1C)N1CCCC1 (stereo not drawn),-10,-13,2,10,-16,-4,9,-4
CCc1ccc(/C=N/NC(=O)c2cc(C3CC3)nc3ccccc23)s1,2,10,2,2,-12,-3,-11,-2
CC(=O)c1cccc(NC(=O)CCc2nc3sc4c(c3c(=O)[nH]2)CCCC4)c1,0,3,-19,14,-10,9,-64,-4
Cc1ccc(S(=O)(=O)c2nc(-c3ccccc3)oc2NCCCN2CCOCC2)cc1,.,-1,0,.,.,-5,-31,.
CSc1nc(-c2ccc(Cl)cc2)nn1C(=O)c1ccccc1,-8,2,4,0,-3,-2,15,-5
Cc1ccc(S(=O)(=O)NC(=O)NCc2ccc(Cl)cc2)cc1,9,-9,1,-1,9,1,15,2
OC(COc1ccc2c(c1)OCO2)CN1CCN(c2ccc(F)cc2)CC1 (stereo not drawn),1,16,1,0,11,-5,11,13
CC(=O)Nc1ccc(OC(=O)c2ccc(Br)c([N+](=O)[O-])c2)cc1,-15,-6,1,-9,-17,6,15,2
COc1cccc(C(C(=O)NC(C)(C)C)N(CCc2ccccc2)C(=O)CCC(=O)Nc2cc(C)on2)c1OC (stereo not drawn),11,-3,1,9,-14,0,5,1
Cc1ccccc1N1CC(C(=O)Nc2nnc(SCCN3CCOCC3)s2)CC1=O (stereo not drawn),0,-1,-4,15,2,-1,-9,2
CCN(CC(=O)NCc1cccs1)C(=O)CCCOc1ccc(C(C)(C)C)cc1,0,13,-1,42*,1,-5,0,6
Cc1ccc2cc(CCNS(=O)(=O)c3ccc(Cl)cc3)c(=O)[nH]c2c1C,-8,-9,1,14,8,-1,-40,2

# Full records, quoted from the list. Values in the order: SENP8 block-1, PfG6PD inh, SENP1 inh, Apaf-1 inh, SENP6 block, HKDC1 inh, SENP8 block-2, SENP7 inh
# COc1cccc(C(C(=O)NC(C)(C)C)N(CCc2ccccc2)C(=O)CCC(=O)Nc2cc(C)on2)c1OC (stereo not drawn) in the list: 11, -3, 1, 9, -14, 0, 5, 1
# Cc1ccccc1N1CC(C(=O)Nc2nnc(SCCN3CCOCC3)s2)CC1=O (stereo not drawn) in the list: 0, -1, -4, 15, 2, -1, -9, 2
# COc1ccccc1N(CC(O)Cn1c(C)nc2ccccc21)S(=O)(=O)c1ccccc1 (stereo not drawn) in the list: -2, 4, 0, 17, -3, -9, 9, 3
# O=C(CN(C(=O)c1csnn1)c1ccccc1F)NCc1ccccc1 in the list: -6, 0, 0, 3, -18, 1, 2, 5
# C=CCn1c(SCC(=O)NCC(=O)OCC)nnc1-c1cccc(OC)c1 in the list: 4, -1, 4, -12, 0, -11, 15, 3

# Next part
SMILES,SENP8 block-1,PfG6PD inh,SENP1 inh,Apaf-1 inh,SENP6 block,HKDC1 inh,SENP8 block-2,SENP7 inh
CCCCCCN(C(=O)CCCCCN1C(=O)NC(c2ccc(-c3ccccc3)cc2)C(C(=O)OCc2ccccc2)=C1C)C(C(=O)NCCCC)C1CCCCC1 (stereo not drawn),-1,.,.,5,-13,.,.,-13
CCCCN(C(=O)C1CCCO1)c1c(N)n(CCC)c(=O)[nH]c1=O (stereo not drawn),-2,9,-2,-7,16,-4,4,-7
COc1ccc(CN(C)C(=O)CCC(=O)N2CCN(S(=O)(=O)c3ccc(Cl)cc3)CC2)c(OC)c1,.,14,3,.,.,-8,4,.
Cc1cc(C)c(/C=C2\C(=O)Nc3ccccc32)[nH]1,8,18,14,2,4,-4,60*,-11
O=C(COC(=O)Cc1ccccc1F)Nc1ccc(Cl)cn1,-2,2,6,-1,-10,-9,6,-4
CSc1nc2ccsc2c(=O)n1-c1ccccc1,-10,-2,0,1,-7,2,19,8
Cc1noc(C)c1COc1ccccc1C(=O)NCc1ccco1,4,-1,2,-8,-3,-7,4,9
CCOC(=O)c1c(N2C(=O)Nc3ccccc3N2O)n[nH]c1-c1cccc(OC)c1,7,16,2,-8,5,-3,21,0
N#CC1=C(N)NC(SCc2ccccc2)=C(C#N)C12CCCCC2,-13,9,-9,6,-12,-2,-20,3
CC(C)c1c(O)c2c(n(-c3ccccc3)c1=O)CCCC2,-6,23,-6,0,-13,4,-11,7
COC(=O)c1ccccc1NC(=O)Nc1cccs1,-8,28,-1,8,-5,-6,-42,-7

# Rows were taken by chance; any-hit rate near 3.6%.
